ABHD4 inh = inhibitors of mouse ABHD4; purified mABHD4, FP-Rh probe fluorescence polarization; inhibition, % at 8.92 µM; 0.54% of 370,000 active;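 active means inhibition exceeding the mean over every tested compound plus 3 SD, cut at about 30% in these data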;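 further: 0% = plate median of compound wells and 100% = S159A mutant with DMSO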
Target sequence (Q8VD66 whole entry, looked up): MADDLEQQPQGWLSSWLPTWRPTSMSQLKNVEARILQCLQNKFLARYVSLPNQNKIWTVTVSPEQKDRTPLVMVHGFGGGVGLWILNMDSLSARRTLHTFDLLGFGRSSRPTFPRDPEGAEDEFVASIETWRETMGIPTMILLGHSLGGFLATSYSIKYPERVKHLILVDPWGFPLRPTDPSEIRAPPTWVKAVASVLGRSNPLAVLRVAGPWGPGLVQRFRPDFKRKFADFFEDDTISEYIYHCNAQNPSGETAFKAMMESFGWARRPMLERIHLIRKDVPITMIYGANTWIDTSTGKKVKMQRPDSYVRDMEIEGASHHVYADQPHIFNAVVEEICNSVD
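Test system: mABHD4 protein; Read-out basis: % inhibition; Incubation: 45 min + 60 min at 25 °C; Repeats: single replicate; Technique: fluorescence polarization with parallel and perpendicular emission, 525/598 nm; Compound: 8.92 µM, single dose; Benchmarks: full inhibition S159A mutant plus DMSO, zero as sample-well median.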
PG9 binder = binds the HIV-1 gp120 antibody PG9; TR-FRET gp120-PG9 antibody binding; inhibition, % at 6.7 µM; 0.43% of 360,000 active; AID 624416; in the data active means inhibition above about 8.5%
SMARCA2 activ = SMARCA2 function activation, primary screen | MG213 cells, MMTV-luciferase reporter, dexamethasone, overnight | 1% of 370,000 active | activation, % at 9.1 µM; in the data active means activation above about 7.8%;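 further: 0% = vehicle wells and 100% = reference activator wells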
GC-B act = GC-B (human) receptor activation; P20594; HEK293-GC-B cells, CNP EC30, cGMP TR-FRET; 0% at EC30 CNP, 100% saturating CNP; activation, % at 10 µM; 0.11% of 370,000 active;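 active means activation at 10 µM reaching about 35% in either raw or pattern-adjusted values, limit read from the data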
ARFGAP1 inh = inhibitors of rat ARFGAP1 | Q62848 | Arfgap1-stimulated ARF1 GTP hydrolysis, GDP FP detection | inhibition, % at 16.5 µM | 0.26% of 360,000 active | AID 651572;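 active means inhibition above a per-plate limit, mean inhibition of low control wells plus 3 SD, cut at about 25% in these data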;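 further: 0% = DMSO wells with enzyme and 100% = wells lacking Arfgap1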
Target sequence (Q62848 1-136 limits assumed): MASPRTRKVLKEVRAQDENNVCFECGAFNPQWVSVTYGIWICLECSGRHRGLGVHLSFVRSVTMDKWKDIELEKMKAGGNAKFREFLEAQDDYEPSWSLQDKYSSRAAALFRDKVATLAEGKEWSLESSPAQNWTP
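Assay system: Rat Arfgap1 GAP domain (His6, aa 1-136), purified enzyme | Buffer or medium: HEPES 25 mM pH 7.5, NaCl 150 mM, MgCl2, DTT | Schedule: GTP hydrolysis reaction 2 h at 25 °C | Signal: FP of antibody-bound GDP Alexa 633 tracer, ex 620/em 688 nm | Measure: Percent inhibition of Arfgap1-stimulated GTP hydrolysis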
HTRA1 inhibitor = blocks human HTRA1 serine peptidase. Q92743. recombinant HTRA1, FP-rhodamine activity-based probe, fluorescence polarization. inhibition, % at 5.96 µM. 0.5% of 340,000 active. AID 504803; in the data active means inhibition above about 36%;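 further: 0% = enzyme with DMSO and 100% = wells lacking enzyme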
Target sequence (Q92743 whole entry, looked up): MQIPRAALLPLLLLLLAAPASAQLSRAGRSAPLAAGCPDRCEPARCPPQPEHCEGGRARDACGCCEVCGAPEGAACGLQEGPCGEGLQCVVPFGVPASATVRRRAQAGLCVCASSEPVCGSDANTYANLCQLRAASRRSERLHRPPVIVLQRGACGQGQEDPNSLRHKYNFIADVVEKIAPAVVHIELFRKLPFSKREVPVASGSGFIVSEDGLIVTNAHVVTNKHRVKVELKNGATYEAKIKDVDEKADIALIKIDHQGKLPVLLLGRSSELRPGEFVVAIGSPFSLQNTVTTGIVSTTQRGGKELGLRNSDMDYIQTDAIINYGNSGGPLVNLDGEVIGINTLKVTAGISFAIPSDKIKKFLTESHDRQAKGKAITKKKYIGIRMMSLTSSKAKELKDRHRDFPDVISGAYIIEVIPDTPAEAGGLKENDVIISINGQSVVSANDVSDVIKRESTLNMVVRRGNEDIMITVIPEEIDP
ASAP1 inh = ASAP1 ArfGAP inhibition; Q9ULH1; ASAP1-stimulated ARF1 GTP hydrolysis, GDP FP detection; inhibition, % at 16.5 µM; 0.19% of 360,000 active; in the data active means inhibition above about 25%;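 further: 0% = vehicle with enzyme and substrate and 100% = no enzyme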
NPR1 activator = GC-A (human) enzyme activation; P16066; HEK293 GC-A cells, cGMP TR-FRET, EC30 ANP; 0% at EC30 ANP, 100% saturating ANP; activation, % at 10 µM; 0.14% of 370,000 active; in the data active means activation above about 40%
rCAG RNA binder = binds r(CAG) RNA repeats | 1.3% of 370,000 active | AID 651821 | inhibition, % at 3 µM | r(CAG) RNA repeat, TO-PRO-1 dye displacement fluorescence;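 active means inhibition above the plate cutoff, the mean of all test compounds on that plate plus 3 SD, cut at about 35% in these data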;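 further: 0% = DMSO alone and 100% = 100 µM mitoxantrone as full dye displacement; higher means more dye released from RNA so lower well fluorescence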
Rev-erbA mod = Rev-erb alpha (human) modulation; 0.79% of 370,000 active; Rev-erbα–FITC-DNA binding, fluorescence polarization, 90 min; activity, % at 10 µM; AID 1259318; P20393;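 active means activity above about 14%, limit read from the data; passing the limit was not always enough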;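 further: 0% = DMSO wells with 35 nM protein and 100% = DMSO wells with 750 nM protein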
* hit, by the source's call; nt = no result given.

Screens in order – ABHD4 inh, PG9 binder, SMARCA2 activ, GC-B act, ARFGAP1 inh, HTRA1 inhibitor, ASAP1 inh, NPR1 activator, rCAG RNA binder, Rev-erbA mod
(1) O=C(Nc1cnccn1)c1ccc(Cl)cc1
    0, -3.5, 1, 1, 1, -2, 6, 11, -2, 7
(2) CCc1ccc(C(=O)COC(=O)c2cncc(Br)c2)cc1
    -5, 0.6, 3, 3, -4, -9, 5, 2, -4, 1
(3) COc1ccc2cc(C)c3nnc(SCC(=O)Nc4cc(OC)c(OC)cc4C(=O)O)n3c2c1
    5, -0.4, -2, 3, -7, -7, 1, 1, 3, 0
(4) CCCCCCCCCCCCCCCC[n+]1ccc(/C=N/O)cc1
    51*, 0.2, -8, 1, -1, 61*, 2, -19, 15, 6
(5) COc1ccccc1CNC(=O)C(=O)NCCC1CCCCN1S(=O)(=O)c1cccs1 (configuration not stated)
    -2, -1.0, -2, -1, 8, -11, -5, 0, -11, -1
(6) O=C(Nc1ccc2c(c1)OCO2)c1cc(C2CCCCN2S(=O)(=O)c2cccs2)on1 (configuration not stated)
    -7, -0.7, -2, 2, 2, nt, -14, 3, 7, 4
(7) CCCCNC(=O)C1(C)CCN1C(=O)c1ccc(C(F)(F)F)nc1C (configuration not stated)
    0, 3.2, -2, 0, 0, nt, -13, 1, -1, 1
(8) Nc1nnc(-c2cccc(F)c2)s1
    -6, 0.9, 0, -4, -4, 7, -6, 2, 1, -6
(9) O=C(CC(=O)NCc1cccnc1)NCc1cccnc1
    2, -1.5, 1, 9, 2, -1, 17, 4, -1, 2
(10) Cc1ccc(SCC(=O)NNC(=O)C2CCCCC2)cc1
    2, 0.1, -3, 5, 8, -2, 2, 2, -4, -4
(11) CCOc1ccc(NC(=O)CN(C)C(=O)c2cc(S(=O)(=O)N3CCCCCC3)ccc2OC)cc1OCC
    -4, 1.4, 0, 0, -3, 5, -9, 1, -5, 3
(12) O=C(NCCc1ccccc1F)C1CCC(=O)N(Cc2ccccc2F)C1 (configuration not stated)
    -6, 0.3, 4, 1, 11, 3, -3, -1, -6, -2
(13) O=C(CCl)N1c2ccccc2Oc2ccc3ccccc3c21
    62*, -3.0, 7, -6, 2, 80*, -9, -17, -9, 15*
(14) CC(Sc1nnc(CN2CCCC2)n1Cc1ccccc1)C(=O)Nc1ccc(F)c(F)c1F (configuration not stated)
    -4, -1.5, -2, -6, -3, -7, -10, -6, -1, -6
(15) CC(=O)Nc1ccc2c(c1)nc(C)n2-c1ccccc1
    -2, -0.7, 0, 0, -3, 5, -13, 0, 11, 1
(16) COc1cccc(C(=O)NCCN2C(=O)S/C(=C/c3cccs3)C2=O)c1OC
    0, 0.1, 0, 1, 13, -9, 3, 2, -2, -8
(17) COc1ccc(S(=O)(=O)NCC(c2cccnc2)N2CCN(Cc3ccccc3)CC2)cc1 (configuration not stated)
    -7, -1.6, 0, 2, -1, 5, 0, 3, -8, -4
(18) CCC(C(=O)NCc1ccccc1)n1c(CSCCOc2ccccc2)nc2ccccc21 (configuration not stated)
    -3, -0.4, -9, -14, 0, nt, 9, -12, 4, 5
(19) O=C(NCc1ccco1)C1CCN(c2nc3ccccc3n2Cc2ccc(F)cc2)CC1
    0, 0.9, -1, -12, 5, -3, -3, 7, 4, -2
(20) O=c1c(-c2cccs2)nc2ccccc2n1C(CCc1ccccc1)c1nc2ccccc2[nH]1 (configuration not stated)
    -47, -1.0, -5, -7, 16, nt, 3, -10, 11, 4
(21) CCOc1ccccc1CN1CCNC(=O)C1CC(=O)NC1CCCCC1 (configuration not stated)
    -10, -1.7, -3, 0, -6, 1, -3, -10, -2, 10
(22) O=C(CSc1nnc(NC(=O)c2ccc(F)cc2)s1)NC1CC1
    2, -0.8, 3, -7, -9, 8, -2, -1, 3, 6
(23) N#CCSc1nc2c(cc1C#N)CCCC2
    2, -2.0, -1, -11, -8, 9, -20, 0, 2, 6
(24) CCOC(=O)Cc1c(C)nc2c(-c3ccc(Cl)cc3)cnn2c1C
    -7, -0.4, 2, -2, 1, -17, -4, -2, 3, -3
(25) Cc1nn(Cc2cccc(C(=O)O)c2)c(C)c1[N+](=O)[O-]
    -2, -2.0, 1, 6, 2, -1, 4, 4, 0, 6
(26) CCC1CCCCN1C(=S)Nc1ccc(S(=O)(=O)Nc2ncccn2)cc1 (configuration not stated)
    1, -1.4, -1, 2, 1, -5, -3, 2, 1, -5
(27) CCCCn1nnnc1C(c1cc2ccccc2o1)N(C)CCc1ccccc1 (configuration not stated)
    -7, 0.3, -3, 2, -7, nt, -10, -6, 1, 7
(28) CN1C2CCC1CC(NC(=O)CSc1ccc(Cl)cc1)C2 (configuration not stated)
    1, -1.2, -1, 0, -1, 2, 3, -3, 1, -2
(29) COc1ccc(-c2ccc(SC)nn2)cc1
    3, 0.9, 1, 2, 13, 8, 1, 2, -2, -3
(30) N=c1ccn(Cc2ccc(Cl)cc2)cc1
    -5, -2.6, -2, -4, -3, -2, 3, -1, 2, 6

Some of the entries above in another layout.
18) CCC(C(=O)NCc1ccccc1)n1c(CSCCOc2ccccc2)nc2ccccc21 (configuration not stated)
19) O=C(NCc1ccco1)C1CCN(c2nc3ccccc3n2Cc2ccc(F)cc2)CC1
20) O=c1c(-c2cccs2)nc2ccccc2n1C(CCc1ccccc1)c1nc2ccccc2[nH]1 (configuration not stated)
21) CCOc1ccccc1CN1CCNC(=O)C1CC(=O)NC1CCCCC1 (configuration not stated)
22) O=C(CSc1nnc(NC(=O)c2ccc(F)cc2)s1)NC1CC1
23) N#CCSc1nc2c(cc1C#N)CCCC2
24) CCOC(=O)Cc1c(C)nc2c(-c3ccc(Cl)cc3)cnn2c1C
25) Cc1nn(Cc2cccc(C(=O)O)c2)c(C)c1[N+](=O)[O-]
26) CCC1CCCCN1C(=S)Nc1ccc(S(=O)(=O)Nc2ncccn2)cc1 (configuration not stated)
27) CCCCn1nnnc1C(c1cc2ccccc2o1)N(C)CCc1ccccc1 (configuration not stated)

| assay / compound | 18 | 19 | 20 | 21 | 22 | 23 | 24 | 25 | 26 | 27 |
| --- | --- | --- | --- | --- | --- | --- | --- | --- | --- | --- |
| ABHD4 inh | -3 | 0 | -47 | -10 | 2 | 2 | -7 | -2 | 1 | -7 |
| PG9 binder | -0.4 | 0.9 | -1.0 | -1.7 | -0.8 | -2.0 | -0.4 | -2.0 | -1.4 | 0.3 |
| SMARCA2 activ | -9 | -1 | -5 | -3 | 3 | -1 | 2 | 1 | -1 | -3 |
| GC-B act | -14 | -12 | -7 | 0 | -7 | -11 | -2 | 6 | 2 | 2 |
| ARFGAP1 inh | 0 | 5 | 16 | -6 | -9 | -8 | 1 | 2 | 1 | -7 |
| HTRA1 inhibitor | nt | -3 | nt | 1 | 8 | 9 | -17 | -1 | -5 | nt |
| ASAP1 inh | 9 | -3 | 3 | -3 | -2 | -20 | -4 | 4 | -3 | -10 |
| NPR1 activator | -12 | 7 | -10 | -10 | -1 | 0 | -2 | 4 | 2 | -6 |
| rCAG RNA binder | 4 | 4 | 11 | -2 | 3 | 2 | 3 | 0 | 1 | 1 |
| Rev-erbA mod | 5 | -2 | 4 | 10 | 6 | 6 | -3 | 6 | -5 | 7 |

Following part:
Screens in order – ABHD4 inh, PG9 binder, SMARCA2 activ, GC-B act, ARFGAP1 inh, HTRA1 inhibitor, ASAP1 inh, NPR1 activator, rCAG RNA binder, Rev-erbA mod
(31) O=S1(=O)CCN=C2SC3=C(CCCC3)N21
    4, -2.0, -2, 0, 12, 3, -15, 2, 1, -9
(32) COCC(=O)n1nc(-c2ccccc2)nc1NCc1ccc(N(C)C)cc1
    4, -2.6, 1, -7, -8, 0, 6, 2, 5, -3
(33) O=C(Nc1ccccc1)/C(=C\c1ccc2c(c1)OCO2)NC(=O)c1ccco1
    1, -0.7, -1, 3, -9, -1, 10, -5, -1, -4
(34) CCCOc1ccc(CNC(=O)Cn2ncc3ccccc32)cc1
    -3, -1.3, 5, 3, 6, 0, 3, -2, -4, 2
(35) COc1ccc(NC(=S)NCCCN2CCN(C3CCCCC3)CC2)cc1
    6, -1.1, -2, 0, -11, 7, -11, 1, -5, 4
(36) COc1ccc(Br)cc1/C=N/NC(=O)c1ccco1
    -3, -2.4, 4, 1, -2, 2, 7, -14, 3, 0
(37) CCOC(=O)c1sc(NC(=O)OC)c(C(=O)OC)c1C
    -9, -0.8, -4, -6, 2, -2, -3, -17, -1, 11
(38) CC(=O)c1ccc(NC(=O)C2CCCNC2=O)cc1 (configuration not stated)
    5, 0.5, 0, 3, 10, 5, 2, 0, 3, -5
(39) CCCN1CCN(C(=O)Nc2ccc(C(=O)OCC)cc2)CC1
    1, 0.3, 0, 2, -3, 0, -8, 1, -5, 2
(40) O=C(CNC(=O)c1ccccc1F)OC(C(=O)Nc1cc(C(F)(F)F)ccc1Cl)c1ccccc1 (configuration not stated)
    -23, 0.8, -3, 0, 1, -17, 2, -8, 7, -7
(41) CC1(C)Oc2cc(N)c([N+](=O)[O-])cc2O1
    41*, -0.8, 2, 4, 11, 7, 3, 2, 2, -2
(42) CCn1c(-c2ccccc2Cl)nn(CC(=O)Nc2ccccc2OC)c1=S
    6, 0.3, -2, 8, 17, 1, -1, 2, 3, -2
(43) COCCNc1nc(N)c([N+](=O)[O-])c(NCc2ccccc2)n1
    -1, 0.6, -3, 7, -6, 1, 7, 8, -2, 5
(44) CCC(C)N1CC(C(=O)NC2CCCCC2)CC1=O (configuration not stated)
    -4, 1.4, 0, 10, -3, 1, -1, 5, -1, -2
(45) COc1cccc(-n2cc(C(=O)NC(C)C)c3ccccc3c2=O)c1
    6, -0.3, -1, -5, -1, 3, -9, -3, -4, -2
(46) O=C(C1CCC(CNc2c(N3CCCCC3)c(=O)c2=O)CC1)N1CCN(C2CCCCC2)CC1 (configuration not stated)
    -1, -1.2, -1, 0, -4, -2, 2, 0, -3, -4
(47) COc1cc(OC)c2c(O)c3c(=O)cc(C)oc3c(-c3c(OC)cc4cc5c(c(O)c4c3O)C(=O)CC(C)(O)O5)c2c1 (configuration not stated)
    -12, nt, 2, -8, nt, nt, nt, -14, 44*, 9
(48) COc1ccc(C2C3=C(CCCC3=O)N(CC(=O)O)C3=C2C(=O)CCC3)cc1Cl
    6, -1.1, -2, 0, 13, 12, -2, 3, 2, -7
(49) COc1cc(C(=O)NCCC2=CCCCC2)ccc1OC1CCN(C(C)=O)CC1
    3, -1.0, -2, -1, -8, -1, 11, -2, -4, -4
(50) COc1ccc(-c2oc3ccc(-c4cc(OC)c(OC)c(OC)c4)cc3c2C#Cc2ccsc2)cc1
    -2, 1.7, -1, 2, 8, -4, 10, -1, 15, 2
